Screens deposited in PubChem BioAssay by several laboratories.
PG9 Ab binder: small molecules binding HIV-1 gp120 antibody PG9 | inhibition, % at 6.7 µM | 0.43% of 360,000 active | TR-FRET gp120-PG9 antibody binding; in the data active = inhibition above about 8.5%
PRMT1 FP inh: blocks human protein arginine methyltransferase 1; Q99873; recombinant PRMT1, activity-based probe fluorescence polarization; inhibition, % at 2.79 µM; 1.3% of 370,000 active; AID 652257;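 active = inhibition above about 21% made by adding two undisclosed values, limit read from the data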
Target sequence (Q99873 whole entry, looked up): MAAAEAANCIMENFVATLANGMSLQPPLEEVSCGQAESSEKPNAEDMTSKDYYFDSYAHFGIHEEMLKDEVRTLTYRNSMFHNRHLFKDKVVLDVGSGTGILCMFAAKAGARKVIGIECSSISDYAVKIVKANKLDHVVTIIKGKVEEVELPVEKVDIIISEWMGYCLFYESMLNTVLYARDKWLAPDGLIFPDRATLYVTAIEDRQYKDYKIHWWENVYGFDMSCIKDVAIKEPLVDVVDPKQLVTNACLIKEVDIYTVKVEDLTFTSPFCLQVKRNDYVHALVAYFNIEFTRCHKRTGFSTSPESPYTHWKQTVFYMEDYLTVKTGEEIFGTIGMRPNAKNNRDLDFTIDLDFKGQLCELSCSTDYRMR
TDP2 inh: blocks human TDP2 phosphodiesterase activity. AID 720702. 0.34% of 370,000 active. O95551. inhibition, % at 12.8 µM. recombinant TDP2, T5PNP hydrolysis, p-nitrophenol absorbance 415 nm;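 active = inhibition above the mean of all tested compounds plus 3 SD, set per campaign, cut at about 25% in these data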;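 also: 0% = DMSO with enzyme and 100% = buffer with substrate but no TDP2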
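Incubation: 2 h at 37 °C; Test system: recombinant human TDP2; Quantity: enzyme 120 nM; Read-out basis: percent inhibition; Medium: 50 mM Tris-HCl pH 7.5 with Mg2+, KCl, DTT, BSA; Repeats: single replicate; Compound: 12.8 µM single point, 1% DMSO; Signal: epi absorbance; Reagent: 5 mM T5PNP chromogenic substrate; Benchmarks: no-enzyme high, DMSO-plus-enzyme low.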
Rev-erbA mod: Rev-erb alpha (human) modulation. P20393. Rev-erbα–FITC-DNA binding, fluorescence polarization, 90 min. activity, % at 10 µM. 0.79% of 370,000 active. AID 1259318;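 active = activity above about 14%, limit read from the data; passing the limit was not always enough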;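 also: 0% = DMSO wells with 35 nM protein and 100% = DMSO wells with 750 nM protein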
SIAE primary: human SIAE inhibition, primary screen; Q9HAT2; SIAE FP-Rh probe binding, fluorescence polarization; inhibition, % at 9.66 µM; 0.69% of 370,000 active; AID 1053197;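 active = inhibition above a cutoff: mean of compounds within the control limits plus 3 SD of those, cut at about 17% in these data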;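 also: 0% = plate median of compound wells and 100% = probe without SIAE protein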
HTRA1 inh: inhibitors of human serine peptidase HTRA1; Q92743; recombinant HTRA1, FP-rhodamine activity-based probe, fluorescence polarization; inhibition, % at 5.96 µM; 0.5% of 340,000 active; AID 504803; in the data active = inhibition above about 36%;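 also: 0% = enzyme with DMSO and 100% = wells lacking enzyme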
TCR-CD3 inh: inhibitors of human TCR-CD3 interaction; AID 651800; 0.37% of 360,000 active; inhibition, % at 9.4 µM; TAMRA-labeled TCR probe fluorescence, biochemical; in the data active = inhibition above about 19%;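 also: recombinant mutant TCR 2C K166C tagged with TAMRA read by polarization; 0% = receptor in buffer alone and 100% = receptor with positive control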
mABHD4 FP: inhibits mouse alpha/beta hydrolase domain 4. Q8VD66. purified mABHD4, FP-Rh probe fluorescence polarization. inhibition, % at 8.92 µM. 0.54% of 370,000 active;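 active = inhibition exceeding the mean over every tested compound plus 3 SD, cut at about 30% in these data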;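 also: 0% = plate median of compound wells and 100% = S159A mutant with DMSO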
Target sequence (Q8VD66 whole entry, looked up, the tested form may be a part): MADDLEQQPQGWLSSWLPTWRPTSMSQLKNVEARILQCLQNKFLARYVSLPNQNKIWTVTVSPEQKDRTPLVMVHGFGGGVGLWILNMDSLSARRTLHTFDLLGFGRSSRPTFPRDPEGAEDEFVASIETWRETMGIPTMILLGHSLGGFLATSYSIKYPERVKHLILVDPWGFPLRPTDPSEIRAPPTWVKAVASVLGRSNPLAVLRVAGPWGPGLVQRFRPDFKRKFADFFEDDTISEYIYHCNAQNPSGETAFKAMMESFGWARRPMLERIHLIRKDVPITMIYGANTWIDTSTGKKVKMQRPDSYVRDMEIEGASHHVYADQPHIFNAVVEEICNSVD
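system = mouse ABHD4 enzyme, wild type | medium = HEPES pH 7.0, NaCl, Pluronic buffer | also added = FP-Rh probe | incubation = Enzyme–compound pre-incubation 45 min, then probe 60 min, both 25 °C | technique = fluorescence polarization, excitation 525 nm, emission 598 nm, BODIPY TMR filters | controls = S159A mutant high control, sample median low control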
rCAG RNA binder: r(CAG) repeat RNA binding | TO-PRO-1 dye displacement fluorescence | inhibition, % at 3 µM | AID 651821 | 1.3% of 370,000 active;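 active = inhibition above the plate cutoff, the mean of all test compounds on that plate plus 3 SD, cut at about 35% in these data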;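 also: 0% = DMSO alone and 100% = 100 µM mitoxantrone as full dye displacement; higher means more dye released from RNA so lower well fluorescence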
LEDGF integ inh: blocks HIV-1 LEDGF/p75-dependent DNA integration. TR-FRET IN-LEDGF/p75 DNA integration, Eu/Cy5. inhibition, % at 3.7 µM. 0.64% of 370,000 active. AID 743269;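 active = inhibition above the screen-wide mean plus 3 SD, cut at about 13% in these data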;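 also: signal is the Cy5 over europium emission ratio at 671 and 618 nm; 0% = plate median of compound wells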
* marks the source's active call; other numbers are inactive results; nt = no result given.

SMILES	PG9 Ab binder	PRMT1 FP inh	TDP2 inh	Rev-erbA mod	SIAE primary	HTRA1 inh	TCR-CD3 inh	mABHD4 FP	rCAG RNA binder	LEDGF integ inh
CCN(CC)c1cc2nonc2c2nonc12	-1.8	3.0	-8.8	0.8	0.2	-17.7	-3.2	1.1	0.2	0.2
C/C(CS(=O)(=O)c1ccc(Cl)c(Cl)c1)=N/NC(N)=S	3.1	4.8	-3.3	0.6	9.1	0.6	-7.0	-2.9	0.5	-2.2
O=C(Nc1ccnn1C1CCN(C/C=C/c2ccccc2)CC1)c1ccccc1Cl	-0.8	-8.1	5.1	1.1	4.6	1.1	10.5	2.7	-6.2	2.5
Cc1ccc(NC(=S)Nc2nc(CC(=O)Nc3ccccc3)cs2)cc1	15.9*	1.0	4.3	100.9*	-38.4	-23.4	-12.0	-25.0	20.5	-1.4
CC(C)c1cc(C(=O)O)c2cnn(C(C)C)c2n1	-2.3	3.5	-2.6	0.4	-2.1	2.9	-4.2	0.5	-1.9	-5.0
COc1ccc(CN2CC(C(=O)NCC3CCCO3)CC2=O)cc1 (configuration not stated)	-0.4	-0.8	-2.6	1.4	-9.3	0.2	3.4	-5.9	-2.1	-0.6
O=C(CCC(=O)N1CCN(c2cccc(Cl)c2)CC1)N1CCN(c2ccccc2)CC1	0.6	-3.0	-2.8	0.1	1.8	0.2	-7.8	1.2	-6.2	0.8
O=C(Cc1cccc(NC(=O)C2CCCN(C(=O)C3CCCCC3)C2)c1)Nc1ccc(C(=O)N2CCOCC2)cc1 (configuration not stated)	-0.7	-2.3	3.4	4.6	3.7	2.4	7.8	4.7	2.3	-1.8
Cc1nnc(SCCC(=O)Nc2nc(-c3ccccc3)ns2)s1	-0.6	1.4	-10.1	-3.0	-19.5	-24.7	7.2	-20.5	17.8	-3.8
COc1ccc(NC(=S)N(CCC(C)C)C2CCN(C(C)=O)CC2)cc1	-0.4	2.2	-19.0	-4.7	6.6	1.5	5.7	-8.0	-1.1	4.3
Cc1cc(Br)cn2c(Cc3cccc(Cl)c3)c(-c3ccco3)nc12	-1.7	43.7*	0.9	-3.0	-7.3	nt	6.6	14.4	41.7*	4.6
CC(=O)Nc1ccc(NC(=O)c2ccc([N+](=O)[O-])cc2Cl)cc1	1.3	2.1	-11.7	-8.8	7.0	3.1	-1.7	-0.6	0.9	-4.0
Cc1ccc(C)c(Oc2coc3cc(O)ccc3c2=O)c1	-0.3	-2.3	-21.8	-4.5	-12.8	-6.1	5.5	-17.9	10.6	5.7
COc1cc(C)c(C2NC(=O)c3ccccc3N2)cc1C (configuration not stated)	-1.5	-0.1	0.9	-2.8	-1.7	3.9	0.6	1.8	-1.8	-0.1
COc1ccc(C(=O)/C=C/C(=O)N(CC(=O)NCCC(C)C)Cc2cccs2)c(O)c1	0.2	2.8	7.5	0.7	-2.7	-15.1	-0.5	1.0	-3.5	-1.0
CC(=O)c1ccc(NC(=O)C2CCN(S(=O)(=O)c3cccc4nonc34)CC2)cc1	-1.2	-1.4	0.0	-1.8	-8.3	-3.3	4.0	1.9	0.0	4.8
O=C(/C=C/c1ccccc1)N/C(=C/c1ccccc1)C(=O)N1CCOCC1	1.0	2.4	6.4	-0.9	0.6	2.8	4.9	1.4	-7.5	3.0
COCCNC(=O)CSc1nc(N)c(NC(=O)c2ccco2)c(=O)[nH]1	0.9	7.7	2.2	-1.2	2.0	-0.1	1.4	4.7	0.9	-0.8
Cc1ccc(C(C(=O)NC2CCCC2)N(C(=O)Cc2cccs2)c2cccc(C)c2C)o1 (configuration not stated)	0.1	0.3	-8.8	2.1	5.5	-4.6	-4.1	-1.3	-7.2	1.5
Cc1ccc(C)c(N2CCN(C(=O)C3CCCN(S(=O)(=O)c4cnc[nH]4)C3)CC2)c1 (configuration not stated)	-3.4	0.8	5.5	-2.6	0.2	-2.6	8.7	1.6	2.5	-0.9
CCOc1ccc(N(C(C)C(=O)NC2CCCCCC2)S(C)(=O)=O)cc1 (configuration not stated)	-0.3	3.2	-2.9	1.7	2.8	-3.0	-0.6	0.8	-3.5	-2.0
CN(C)c1nn(C(=O)Nc2ccc(Cl)cc2Cl)cc1-c1ccccc1	-1.3	-0.6	2.9	-3.5	1.4	-3.1	4.8	2.8	-0.5	0.8
CCCc1cc(=O)[nH]c(SCc2ccc(F)cc2)n1	-2.7	-0.1	-4.8	-5.2	-1.5	1.0	2.7	-1.2	5.6	-0.2
CCCCCCC1C(C#N)=C(N)OC2=C1C(=O)CCC2 (configuration not stated)	-1.1	3.4	-5.9	-4.2	1.1	-5.3	-8.9	3.5	3.1	-4.2
O=S(=O)(CCSc1ccccn1)c1nc2ccccc2s1	0.0	25.9*	21.4	1.7	-1.4	-10.4	-0.7	-5.4	-1.0	2.7

In the list so far, seven have a halogen:
SMILES	PG9 Ab binder	PRMT1 FP inh	TDP2 inh	Rev-erbA mod	SIAE primary	HTRA1 inh	TCR-CD3 inh	mABHD4 FP	rCAG RNA binder	LEDGF integ inh
C/C(CS(=O)(=O)c1ccc(Cl)c(Cl)c1)=N/NC(N)=S	3.1	4.8	-3.3	0.6	9.1	0.6	-7.0	-2.9	0.5	-2.2
O=C(Nc1ccnn1C1CCN(C/C=C/c2ccccc2)CC1)c1ccccc1Cl	-0.8	-8.1	5.1	1.1	4.6	1.1	10.5	2.7	-6.2	2.5
O=C(CCC(=O)N1CCN(c2cccc(Cl)c2)CC1)N1CCN(c2ccccc2)CC1	0.6	-3.0	-2.8	0.1	1.8	0.2	-7.8	1.2	-6.2	0.8
Cc1cc(Br)cn2c(Cc3cccc(Cl)c3)c(-c3ccco3)nc12	-1.7	43.7*	0.9	-3.0	-7.3	nt	6.6	14.4	41.7*	4.6
CC(=O)Nc1ccc(NC(=O)c2ccc([N+](=O)[O-])cc2Cl)cc1	1.3	2.1	-11.7	-8.8	7.0	3.1	-1.7	-0.6	0.9	-4.0
CN(C)c1nn(C(=O)Nc2ccc(Cl)cc2Cl)cc1-c1ccccc1	-1.3	-0.6	2.9	-3.5	1.4	-3.1	4.8	2.8	-0.5	0.8
CCCc1cc(=O)[nH]c(SCc2ccc(F)cc2)n1	-2.7	-0.1	-4.8	-5.2	-1.5	1.0	2.7	-1.2	5.6	-0.2

These rows are one share of the data; rates above refer to the full screens.
